Screening results: PubChem, several laboratories
PRMT1 inh: PRMT1 methyltransferase inhibitors, primary screen, biochemical, fluorescence polarization. Protein arginine N-methyltransferase 1 (Homo sapiens), Q99873. recombinant PRMT1, activity-based probe fluorescence polarization. inhibition, % at 2.79 µM. 370,000 tested, 1.3% active;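 active = inhibition above about 21% made by adding two undisclosed values, limit read from the data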
Target sequence (Q99873 whole entry, looked up): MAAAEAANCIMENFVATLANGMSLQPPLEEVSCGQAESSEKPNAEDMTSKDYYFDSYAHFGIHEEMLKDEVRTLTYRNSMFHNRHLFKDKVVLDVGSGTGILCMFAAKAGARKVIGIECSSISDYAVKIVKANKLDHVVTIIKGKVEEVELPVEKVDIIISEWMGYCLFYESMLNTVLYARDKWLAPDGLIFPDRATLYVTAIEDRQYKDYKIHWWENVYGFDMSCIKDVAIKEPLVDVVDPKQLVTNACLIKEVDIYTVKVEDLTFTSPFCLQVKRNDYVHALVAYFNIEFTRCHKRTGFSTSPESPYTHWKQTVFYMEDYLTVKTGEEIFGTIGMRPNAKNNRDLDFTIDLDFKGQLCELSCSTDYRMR
LEDGF integ inh: blockers of LEDGF/p75-dependent integrase strand transfer – biochemical, TR-FRET, high throughput, primary screen; HIV-1 integrase (with human LEDGF/p75); TR-FRET IN-LEDGF/p75 DNA integration, Eu/Cy5; inhibition, % at 3.7 µM; 370,000 tested, 0.64% active; AID 743269, 2014;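 active = inhibition above the screen-wide mean plus 3 SD, cut at about 13% in these data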;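 also: signal is the Cy5 over europium emission ratio at 671 and 618 nm; 0% = plate median of compound wells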
UHRF1 MBD2 ctr: UHRF1 methylated DNA binding inhibitors, primary screen, counter-screen for MBD2 inhibitor project, biochemical, TR-FRET, human UHRF1, single concentration; UHRF1 binding to methylated oligo; inhibition, % at 4.4 µM; 370,000 tested, 0.75% active; AID 687016, 2013; in the data active = inhibition above about 21%;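 also: UHRF1 SRA domain binding a hemimethylated CpG hairpin DNA probe; 0% = median of test compound wells and 100% = reference inhibitor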
MBD2 inh: inhibitors of MBD2 binding to methylated DNA, primary screen, biochemical, TR-FRET, DNA-binding domain, human; MBD2 binding to methylated oligonucleotide; inhibition, % at 4.4 µM; 370,000 tested, 0.31% active; in the data active = inhibition above about 13%
TCR-CD3 inh: inhibitors of human TCR-CD3 interaction, primary screen, biochemical, fluorescence, TAMRA-labeled TCR probe | 360,000 tested, 0.37% active | inhibition, % at 9.4 µM | T-cell receptor (TCR) | AID 651800, 2012; in the data active = inhibition above about 19%;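 also: recombinant mutant TCR 2C K166C tagged with TAMRA read by polarization; 0% = receptor in buffer alone and 100% = receptor with positive control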
rCAG RNA binder: binders of r(CAG) RNA repeats, primary screen, biochemical, fluorescence; r(CAG) RNA repeat, TO-PRO-1 dye displacement fluorescence; inhibition, % at 3 µM; 370,000 tested, 1.3% active;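 active = inhibition above the plate cutoff, the mean of all test compounds on that plate plus 3 SD, cut at about 35% in these data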;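 also: 0% = DMSO alone and 100% = 100 µM mitoxantrone as full dye displacement; higher means more dye released from RNA so lower well fluorescence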
Rev-erbA mod: modulators of Rev-erb alpha DNA binding, primary screen, biochemical, FITC-DNA, fluorescence polarization, uHTS; Rev-erbα–FITC-DNA binding, 90 min; activity, % at 10 µM; 370,000 tested, 0.79% active; AID 1259318, 2017;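 active = activity above about 14%, limit read from the data; passing the limit was not always enough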;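 also: 0% = DMSO wells with 35 nM protein and 100% = DMSO wells with 750 nM protein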
Target sequence (P20393 whole entry, looked up): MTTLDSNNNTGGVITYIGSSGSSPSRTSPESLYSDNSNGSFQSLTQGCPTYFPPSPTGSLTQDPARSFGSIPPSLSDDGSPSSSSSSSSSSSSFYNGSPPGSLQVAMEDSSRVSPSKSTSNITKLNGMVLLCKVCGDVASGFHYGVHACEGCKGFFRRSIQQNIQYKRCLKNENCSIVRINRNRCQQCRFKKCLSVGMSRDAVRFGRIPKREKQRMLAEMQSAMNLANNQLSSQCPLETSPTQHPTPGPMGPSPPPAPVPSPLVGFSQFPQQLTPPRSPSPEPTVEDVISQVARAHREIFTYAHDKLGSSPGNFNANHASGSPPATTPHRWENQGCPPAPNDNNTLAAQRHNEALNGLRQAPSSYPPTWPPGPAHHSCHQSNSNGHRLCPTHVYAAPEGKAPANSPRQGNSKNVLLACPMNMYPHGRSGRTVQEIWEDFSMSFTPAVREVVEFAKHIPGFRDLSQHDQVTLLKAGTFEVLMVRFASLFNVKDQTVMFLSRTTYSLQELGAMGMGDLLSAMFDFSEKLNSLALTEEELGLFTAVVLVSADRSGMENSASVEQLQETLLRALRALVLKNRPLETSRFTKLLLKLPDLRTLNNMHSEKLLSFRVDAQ
PG9 Ab binder: binders of HIV-1 gp120 antibody PG9, primary screen, biochemical, TR-FRET. 360,000 tested, 0.43% active. inhibition, % at 6.7 µM. TR-FRET gp120-PG9 antibody binding. AID 624416, 2012; in the data active = inhibition above about 8.5%
mABHD4 FP: ABHD4 inhibitors, primary screen, biochemical, fluorescence polarization, mouse. (Lyso)-N-acylphosphatidylethanolamine lipase (Mus musculus), Q8VD66. inhibition, % at 8.92 µM. AID 720543, 2013. 370,000 tested, 0.54% active. purified mABHD4, FP-Rh probe fluorescence polarization;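 active = inhibition exceeding the mean over every tested compound plus 3 SD, cut at about 30% in these data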;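 also: 0% = plate median of compound wells and 100% = S159A mutant with DMSO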
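Assay system: Wild-type mouse ABHD4 protein | Medium: HEPES pH 7.0 buffer, 150 mM NaCl, 0.01% Pluronic F-127 | Incubation: Enzyme–compound pre-incubation 45 min, then probe 60 min, both 25 °C | Technique: Fluorescence polarization with parallel and perpendicular emission, 525/598 nm | Evaluation: % inhibition of FP-Rh probe binding versus controls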
HTRA1 inh: HTRA1 serine protease inhibitors, primary screen, biochemical, fluorescence polarization, HTS. recombinant HTRA1, FP-rhodamine activity-based probe. inhibition, % at 5.96 µM. 340,000 tested, 0.5% active. AID 504803, 2011; in the data active = inhibition above about 36%;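 also: 0% = enzyme with DMSO and 100% = wells lacking enzyme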
* = called active by the depositor. This is a subset. The share of hits here may be higher or lower than overall.

Screening CNC(=O)CC1C(=O)N(c2ccc(F)cc2)C(=S)N1NC(=O)c1ccc(Cl)cc1 (stereo not given) returned PRMT1 inh -3, LEDGF integ inh -4, UHRF1 MBD2 ctr -3, MBD2 inh 1, TCR-CD3 inh 3, rCAG RNA binder -1, Rev-erbA mod -4, PG9 Ab binder -0.5, mABHD4 FP -1 and HTRA1 inh 5.
For CC(=O)c1c(C(C)=O)c(C)n(-c2ccc(C(=O)O)cc2)c1C the results were PRMT1 inh 2, LEDGF integ inh -1, UHRF1 MBD2 ctr 0, MBD2 inh -3, TCR-CD3 inh 2, rCAG RNA binder 0, Rev-erbA mod -5, PG9 Ab binder -1.3, mABHD4 FP 1 and HTRA1 inh -7.
For N#Cc1c(NC(=O)CCN2C(=O)c3ccccc3C2=O)oc(-c2ccccc2)c1-c1ccccc1 the results were PRMT1 inh -1, LEDGF integ inh 3, UHRF1 MBD2 ctr 1, MBD2 inh -4, TCR-CD3 inh -6, rCAG RNA binder 9, Rev-erbA mod 6, PG9 Ab binder -0.8, mABHD4 FP 3 and HTRA1 inh -4.
`COc1ccccc1C1=NOC(COC(=O)c2ccc([N+](=O)[O-])cc2)C1` (stereo not given) gave PRMT1 inh 2, LEDGF integ inh -2, UHRF1 MBD2 ctr 0, MBD2 inh 1, TCR-CD3 inh -4, rCAG RNA binder -5, Rev-erbA mod 2, PG9 Ab binder 0.8 and mABHD4 FP 2.
CC(C(=O)N1CCCC1)N(c1ccc(Cl)cc1)S(C)(=O)=O (stereo not given) was read as PRMT1 inh -2, LEDGF integ inh 0, UHRF1 MBD2 ctr -3, MBD2 inh -1, TCR-CD3 inh 1, rCAG RNA binder 2, Rev-erbA mod -2, PG9 Ab binder 2.9, mABHD4 FP 1 and HTRA1 inh 0.
Screening NC(=O)C12CCCC(Br)(CCC1)C2 returned PRMT1 inh -1, LEDGF integ inh 0, UHRF1 MBD2 ctr 0, MBD2 inh 0, TCR-CD3 inh 2, rCAG RNA binder 2, Rev-erbA mod -5, PG9 Ab binder -2.8, mABHD4 FP 3 and HTRA1 inh -1.
Screening O=C(OCCNc1nc(-c2ccccc2)nc2ccccc12)c1cccnc1 returned PRMT1 inh 1, LEDGF integ inh 1, UHRF1 MBD2 ctr -1, MBD2 inh 0, TCR-CD3 inh 11, rCAG RNA binder 0, Rev-erbA mod -6, PG9 Ab binder -1.8, mABHD4 FP -5 and HTRA1 inh -17.
`C=CCn1cc(C(=O)NCCCN(CC)CC)c(=O)c2cc(S(=O)(=O)N3CCC(C)CC3)ccc21` gave PRMT1 inh -4, LEDGF integ inh 4, UHRF1 MBD2 ctr -1, MBD2 inh 3, TCR-CD3 inh 5, rCAG RNA binder -2, Rev-erbA mod -2, PG9 Ab binder 0.0, mABHD4 FP 6 and HTRA1 inh 1.
Screening Cc1nc(-c2ccccc2)sc1C(=O)CSc1ccccc1 returned PRMT1 inh 2, LEDGF integ inh 2, UHRF1 MBD2 ctr 0, MBD2 inh -1, TCR-CD3 inh 4, rCAG RNA binder 1, Rev-erbA mod -1, PG9 Ab binder -3.2, mABHD4 FP -7 and HTRA1 inh -21.
`CCOc1ccc2nc(/N=C/c3nc(-c4ccc(Br)cc4)oc3O)sc2c1` gave PRMT1 inh -2, LEDGF integ inh -6, UHRF1 MBD2 ctr -4, MBD2 inh -6, TCR-CD3 inh 7, rCAG RNA binder 11, Rev-erbA mod -4, PG9 Ab binder -0.8, mABHD4 FP 7 and HTRA1 inh -14.

Sorted by molar mass (highest first): some entries from above.
For N#Cc1c(NC(=O)CCN2C(=O)c3ccccc3C2=O)oc(-c2ccccc2)c1-c1ccccc1 the results were PRMT1 inh -1, LEDGF integ inh 3, UHRF1 MBD2 ctr 1, MBD2 inh -4, TCR-CD3 inh -6, rCAG RNA binder 9, Rev-erbA mod 6, PG9 Ab binder -0.8, mABHD4 FP 3 and HTRA1 inh -4.
`CCOc1ccc2nc(/N=C/c3nc(-c4ccc(Br)cc4)oc3O)sc2c1` gave PRMT1 inh -2, LEDGF integ inh -6, UHRF1 MBD2 ctr -4, MBD2 inh -6, TCR-CD3 inh 7, rCAG RNA binder 11, Rev-erbA mod -4, PG9 Ab binder -0.8, mABHD4 FP 7 and HTRA1 inh -14.
Screening Cc1nc(-c2ccccc2)sc1C(=O)CSc1ccccc1 returned PRMT1 inh 2, LEDGF integ inh 2, UHRF1 MBD2 ctr 0, MBD2 inh -1, TCR-CD3 inh 4, rCAG RNA binder 1, Rev-erbA mod -1, PG9 Ab binder -3.2, mABHD4 FP -7 and HTRA1 inh -21.
Screening NC(=O)C12CCCC(Br)(CCC1)C2 returned PRMT1 inh -1, LEDGF integ inh 0, UHRF1 MBD2 ctr 0, MBD2 inh 0, TCR-CD3 inh 2, rCAG RNA binder 2, Rev-erbA mod -5, PG9 Ab binder -2.8, mABHD4 FP 3 and HTRA1 inh -1.

Next section.
`Cc1ccc(/C=C/C(=O)NCc2ccc3c(c2)OCO3)o1` gave PRMT1 inh 13, LEDGF integ inh 1, UHRF1 MBD2 ctr -1, MBD2 inh -1, TCR-CD3 inh 1, rCAG RNA binder 2, Rev-erbA mod -6, PG9 Ab binder -1.1, mABHD4 FP 1 and HTRA1 inh -4.
For CSCC[C@H](NC(=O)c1cc2c([nH]c3ccccc32)c(-c2ccccc2)n1)C(=O)O the results were PRMT1 inh -2, LEDGF integ inh -1, UHRF1 MBD2 ctr 1, MBD2 inh 1, TCR-CD3 inh 2, rCAG RNA binder 55*, Rev-erbA mod 5, PG9 Ab binder -0.2, mABHD4 FP -11 and HTRA1 inh -29.
For Cc1ccc(NC(=O)CN(C)C(=O)c2ccc(-n3cncn3)c([N+](=O)[O-])c2)cc1 the results were PRMT1 inh 6, LEDGF integ inh 4, UHRF1 MBD2 ctr 2, MBD2 inh 5, TCR-CD3 inh -10, rCAG RNA binder 2, Rev-erbA mod -6, PG9 Ab binder 1.6, mABHD4 FP -14 and HTRA1 inh -2.
Cc1cccc(C(=O)NC2CC3CCCC(C2)N3C(=O)NC2CCCCC2)c1 (stereo not given) was read as PRMT1 inh 1, LEDGF integ inh 1, UHRF1 MBD2 ctr -2, MBD2 inh 1, TCR-CD3 inh -7, rCAG RNA binder -2, Rev-erbA mod 7, PG9 Ab binder 1.4, mABHD4 FP -1 and HTRA1 inh -4.
For O=S1(=O)c2c(cccc2N2CCSCC2)Oc2ccccc2CN1Cc1cn(Cc2ccc(F)cc2)nn1 the results were PRMT1 inh -1, LEDGF integ inh -4, UHRF1 MBD2 ctr 3, MBD2 inh 0, rCAG RNA binder 8, Rev-erbA mod 0 and mABHD4 FP -2.
Screening COc1cc(O)c(C(CCN2CCCC2)c2ccc(N(C)C)cc2)c(OC)c1 (stereo not given) returned PRMT1 inh -1, LEDGF integ inh -2, UHRF1 MBD2 ctr -2, MBD2 inh 1, TCR-CD3 inh -6, rCAG RNA binder 2, Rev-erbA mod 2, PG9 Ab binder -5.2, mABHD4 FP 8 and HTRA1 inh 4.
CN(c1ccccc1)S(=O)(=O)c1ccc(NC(=O)c2ccc(F)cc2)cc1 was read as PRMT1 inh -4, LEDGF integ inh 1, UHRF1 MBD2 ctr -1, MBD2 inh 3, TCR-CD3 inh 8, rCAG RNA binder 9, Rev-erbA mod 5, PG9 Ab binder 1.3, mABHD4 FP -36 and HTRA1 inh -68.
Screening C=CCn1c(=N)n(CC(O)c2ccco2)c2ccccc21 (stereo not given) returned PRMT1 inh 2, LEDGF integ inh 3, UHRF1 MBD2 ctr 1, MBD2 inh 1, TCR-CD3 inh 4, rCAG RNA binder 1, Rev-erbA mod 0, PG9 Ab binder -1.2, mABHD4 FP -11 and HTRA1 inh 9.
CSc1nnc(-c2ccc(NC(=O)CCc3ccccc3)cc2)n1C was read as PRMT1 inh 4, LEDGF integ inh -4, UHRF1 MBD2 ctr 3, MBD2 inh 2, TCR-CD3 inh 1, rCAG RNA binder -1, Rev-erbA mod -1, PG9 Ab binder -0.2, mABHD4 FP 2 and HTRA1 inh -6.
`COc1ccc(C(=O)NC(CO)c2nnc(SCc3ccc(Cl)c(Cl)c3)n2C)cc1` (stereo not given) gave PRMT1 inh -1, LEDGF integ inh -2, UHRF1 MBD2 ctr 2, MBD2 inh 0, TCR-CD3 inh 2, rCAG RNA binder -4, Rev-erbA mod 2, PG9 Ab binder -2.5, mABHD4 FP -3 and HTRA1 inh -3.
CN1C(=O)C(CC(=O)NC2CCCCC2)SC1=Nc1ccccc1 (stereo not given) was read as PRMT1 inh -1, LEDGF integ inh 1, UHRF1 MBD2 ctr 1, MBD2 inh 8, TCR-CD3 inh -8, rCAG RNA binder -5, Rev-erbA mod 2, PG9 Ab binder 2.4, mABHD4 FP -7 and HTRA1 inh -2.
Screening O=C(O)C1CCN(C(=O)c2cc(F)cc3c2OCOC3)CC1 returned PRMT1 inh 0, LEDGF integ inh 0, UHRF1 MBD2 ctr 2, MBD2 inh 6, TCR-CD3 inh 3, rCAG RNA binder 1, Rev-erbA mod -6, PG9 Ab binder -1.9 and mABHD4 FP 2.
Screening Cc1cc(C(=O)Nc2ccccc2N2CCOCC2)c2ccccc2n1 returned PRMT1 inh 0, LEDGF integ inh -1, UHRF1 MBD2 ctr 0, MBD2 inh -4, TCR-CD3 inh 3, rCAG RNA binder -2, Rev-erbA mod -4, PG9 Ab binder 0.1, mABHD4 FP 2 and HTRA1 inh -5.
`CN1C(=O)/C(=C\c2cccc(OCc3ccccc3)c2)SC1=S` gave PRMT1 inh 4, LEDGF integ inh 3, UHRF1 MBD2 ctr -1, MBD2 inh 0, TCR-CD3 inh 7, rCAG RNA binder 2, Rev-erbA mod 0, PG9 Ab binder -1.5, mABHD4 FP 5 and HTRA1 inh 8.
For Cn1ccnc1SCC(=O)c1ccc(OC(F)F)cc1 the results were PRMT1 inh 2, LEDGF integ inh 1, UHRF1 MBD2 ctr -3, MBD2 inh 2, TCR-CD3 inh -6, rCAG RNA binder 1, Rev-erbA mod 0, PG9 Ab binder -1.4, mABHD4 FP -1 and HTRA1 inh -4.
For COc1ccc(CNC(=O)CN(Cc2ccc(OC)cc2)C(=O)CCC(=O)Nc2ccccn2)cc1 the results were PRMT1 inh -2, LEDGF integ inh 3, UHRF1 MBD2 ctr -2, MBD2 inh -1, TCR-CD3 inh -2, rCAG RNA binder -8, Rev-erbA mod -1, PG9 Ab binder -0.3, mABHD4 FP 1 and HTRA1 inh -1.
